D1 potentiator: potentiators of human D1 dopamine receptor | P21728 | potentiation, % at 10 µM | 0.036% of 360,000 active | AID 504651 | HEK293 TREx D1 cells, calcium flux, dopamine EC20 potentiation; in the data active = potentiation above about 30%; note: 0% is about no effect
Target sequence (P21728 whole entry, looked up): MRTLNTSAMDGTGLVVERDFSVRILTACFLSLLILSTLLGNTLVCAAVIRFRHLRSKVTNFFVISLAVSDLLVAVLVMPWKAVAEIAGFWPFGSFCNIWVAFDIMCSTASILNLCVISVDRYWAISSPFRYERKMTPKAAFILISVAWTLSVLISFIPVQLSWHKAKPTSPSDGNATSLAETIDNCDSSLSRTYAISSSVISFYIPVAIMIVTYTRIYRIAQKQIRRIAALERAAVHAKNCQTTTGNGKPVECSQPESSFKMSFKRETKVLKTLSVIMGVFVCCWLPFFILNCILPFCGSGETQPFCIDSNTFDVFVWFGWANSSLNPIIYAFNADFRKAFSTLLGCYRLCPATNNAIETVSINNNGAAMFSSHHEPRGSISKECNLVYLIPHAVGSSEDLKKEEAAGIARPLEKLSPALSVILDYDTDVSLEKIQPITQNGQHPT
TRHR agonist: activates the human TRH receptor. TRHR cells, calcium flux fluo-8, FDSS agonist mode. activation, % at 2 µM. 0.18% of 360,000 active. AID 493084; in the data active = activation above about 30%; note: 0% is about no effect
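Steps: seed TRHR cells overnight; add fluo-8 no-wash Ca dye, RT 30 min–1.5 h; record 10 s baseline; pin-transfer compounds; monitor fluorescence 1 cycle/s for the agonist window. Calcium increases flag candidate agonists.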
Apoferritin bind: binds horse apoferritin like a general anesthetic; P02791; Potency, µM (highest dose often 77.5 µM), for the others: top-dose activity change, negative = displacement, hits mostly inhibitors; AID 485281; apoferritin/1-aminoanthracene competitive binding, fluorescence; 0.074% of 350,000 active; note: potency is the fitted concentration of half-maximal effect; % is set by controls: 0 for no effect and ±100 for the full control effect; nearly all actives have a fitted effect of over 20% in size
Target sequence (P02791 2-175 limits assumed): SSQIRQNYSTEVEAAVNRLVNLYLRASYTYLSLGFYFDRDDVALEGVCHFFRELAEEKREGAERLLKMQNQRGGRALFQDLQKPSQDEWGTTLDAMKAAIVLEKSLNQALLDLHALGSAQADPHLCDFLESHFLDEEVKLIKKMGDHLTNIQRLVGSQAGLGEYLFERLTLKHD
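In PBS, apoferritin at 10 uM is loaded with 1-AMA from a 50% saturated solution. After 10 min of compound exposure at ambient temperature, reduced 535 nm fluorescence indicates probe displacement.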
D1 antagonist: blocks dopamine activation of the human D1 receptor; HEK293 TREx D1 cells, calcium flux, dopamine EC80; active compounds read low; activity change, negative = inhibition, % at 10 µM; 3.2% of 360,000 active; in the data active = activity change below about -30%; note: % is set by controls: 0 for no effect and ±100 for the full control effect
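Inducible Hek293 Trex D1 cells (tetracycline, overnight, 30 C). Calcium dye 30–90 min RT. Antagonist mode: EC80 dopamine added after 180 s compound read.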
D1 agonist: activates the human D1 dopamine receptor | 1% of 360,000 active | AID 504660 | P21728 | activation, % at 2 µM | HEK293 T-REx D1 cells, calcium flux, agonist mode; in the data active = activation above about 30%; note: 0% is about no effect
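Tetracycline-induced HEK293 TREx D1 cells, force-coupled to calcium signalling, were dye-loaded with a no-wash calcium kit. Compound was pin-added after a 10 s baseline. Fluorescence was read kinetically at 1 cycle/s for 180 s, with calcium rises flagged as agonism.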
D2 potentiator: positively modulates the human D2 dopamine receptor allosterically; 0.34% of 340,000 active; P14416; potentiation, % at 10 µM; HEK293 T-REx D2, calcium flux, EC20 dopamine potentiation;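 active = potentiation over 3 SD above the plate norm, cut at about 30% in these data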; note: 0% is about no effect
Target sequence (P14416 whole entry, looked up): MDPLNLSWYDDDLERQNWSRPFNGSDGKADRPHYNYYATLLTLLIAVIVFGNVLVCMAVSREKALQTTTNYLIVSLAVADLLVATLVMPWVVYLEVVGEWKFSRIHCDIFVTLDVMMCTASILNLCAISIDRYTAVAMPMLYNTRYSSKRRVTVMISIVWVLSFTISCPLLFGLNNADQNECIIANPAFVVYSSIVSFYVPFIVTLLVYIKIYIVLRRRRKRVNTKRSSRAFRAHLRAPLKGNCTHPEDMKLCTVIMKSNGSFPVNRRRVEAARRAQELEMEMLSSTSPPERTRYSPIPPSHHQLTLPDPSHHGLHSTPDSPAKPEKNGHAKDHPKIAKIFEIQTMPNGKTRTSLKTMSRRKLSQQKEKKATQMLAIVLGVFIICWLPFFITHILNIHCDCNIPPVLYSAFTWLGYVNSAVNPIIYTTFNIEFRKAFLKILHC
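Potentiation of an EC20 dopamine calcium response is measured in a force-coupled, tetracycline-inducible Hek293 Trex D2 line. Compound-only kinetic reads over 180 s flag agonists before dopamine addition.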
RXFP1 antagonist: antagonists of human relaxin receptor RXFP1; HEK293-RXFP1, relaxin-stimulated cAMP HTRF, 30 min; active compounds read low; activity change, negative = inhibition, % at 57.5 µM; 0.59% of 350,000 active; AID 1259400;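 active = activity change of -60% or lower, but not beyond a set lower limit; inconclusive = change between -60% and -40%, or beyond the set limit; inactive = change above -40%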; note: % is set by controls: 0 for no effect and ±100 for the full control effect
TRHR PAM: TRH receptor (human) allosteric enhancement. P34981. TRHR cells, fluo-8 calcium fluorescence, EC20 TRH enhancement. enhancement, % at 2 µM. 0.66% of 360,000 active; in the data active = enhancement above about 30%; note: 0% is about no effect
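TRHR-expressing cells loaded with fluo-8 calcium dye were read kinetically (ex 480/em 530) during compound addition, then stimulated with an EC20 of TRH (10 nM final). Enhancement of the Gq-mediated intracellular calcium response was scored.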
RXFP1 ag: agonists of human relaxin receptor RXFP1; Q9HBX9; HEK293T-RXFP1 cAMP TR-FRET, 30 min; response scale: percent of porcine relaxin response, buffer zero; 0.3% of 370,000 active; Potency, µM (doses to about 57.5 µM), for inactives: top-dose activation, most hits filed as activators; AID 2676; note: potency is the fitted concentration of half-maximal effect; % is set by controls: 0 for no effect and ±100 for the full control effect; nearly all actives have a fitted effect of over 60% in size; many of its hits are not listed in these tables
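HEK293T cells stably expressing RXFP1 were pretreated with the PDE4 inhibitor Ro 20174, exposed to compounds for 30 min at 37C, lysed, and cAMP was read by TR-FRET. Data normalized to buffer (basal) and 29 nM porcine relaxin (100%).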
* hit, by the source's call; u = inconclusive; x = no result given; [ ] = dose if it differs, or a comment. Unless noted, calls come from the whole dose curve; as a rule, active = well fitted curve in the direction sought with a large enough effect; inconclusive = small, poorly fitted or top-dose-only effect, or another doubt; inactive = no such curve, though single readings can be large; an effect the other way counts as inactive or inconclusive. Some of the compounds tested. The share of hits here may be higher or lower than overall.

SMILES	D1 potentiator	TRHR agonist	Apoferritin bind	D1 antagonist	D1 agonist	D2 potentiator	RXFP1 antagonist	TRHR PAM	RXFP1 ag
COc1ccc(C(=O)Nc2cccc(/C(C)=N/NC(=O)c3ccc([N+](=O)[O-])c(C)c3)c2)cc1OC	-8	0.0	-20%	-10	5	-9	2	-2	2.4%
CCCNC(=O)C(CC)n1nc(CC)n2c(cc3oc(C)cc32)c1=O (stereo unspecified)	-4	0.9	-7%	5	2	x	-8	-3	-1.5%
CCCSc1nc(N2CCCC2)c2c(c1C#N)CC(C)(C)OC2	5	0.0	-9%	-19	3	5	-9	10	1.8%
C=Cc1cc(F)c(S(=O)(=O)N2CCN(S(=O)(=O)c3ccc4c(c3)OCCO4)CC2)cc1F	2	-1.7	x	-11	4	x	x	2	x
CCC1(C)Cc2sc3c(=O)[nH]c(=S)[nH]c3c2CO1 (stereo unspecified)	-3	-2.0	-4%	-14	2	24	-7	1	2.7%
CC(C)c1nc2cc(C(=O)N3CCNC(=O)C3c3cccc(F)c3)ccc2o1 (stereo unspecified)	0	-0.4	-1%	14	5	-19	0	1	3.8%
COc1ccc(NC(=O)c2ccc3c(SCC(=O)O)c4c(nc3c2)CCC4)c(OC)c1	1	0.2	-5%	-35*	2	-6	x	4	13%
C=CCn1c(CCNC(=O)c2cccs2)nnc1SCC(=O)c1cccc([N+](=O)[O-])c1	-11	-0.5	-16%	3	1	6	13	1	-1.0%
COCCN(CC(=O)NCc1ccc(F)cc1)C(=O)CCC(=O)Nc1ccccn1	-1	0.5	-16%	-9	0	x	-11	-2	0.2%
COc1ccc(NC(=O)CSc2n[nH]c(-c3ccco3)n2)cc1	4	0.6	-6%	-5	1	-2	-8	1	0.1%
COCCn1c(SCCOc2ccccc2)nc2ccccc2c1=O	5	0.5	-4%	12	3	-5	-20	-13	3.9%
COc1ccc(OC)c(C(=O)CN2CCN(S(=O)(=O)c3ccc(Br)cc3)CC2)c1	8	0.4	-8%	-13	2	-9	1	0	-3.2%
O=C(NCc1ccccn1)Nc1ccccc1Cl	0	0.1	-9%	8	0	-14	11	4	-0.7%
Cn1c(CCCOc2ccc(Cl)cc2Cl)nnc1SCC(=O)Nc1cccc(F)c1	-4	1.6	-5%	-10	7	-6	-21	-1	2.6%
Cn1c(Cc2ccccc2)nnc1SCc1nc2ccccc2c(=O)[nH]1	-3	0.1	-8%	22	1	5	-15	-3	2.6%
CN(C)S(=O)(=O)c1ccc(NC(=O)CN2CCc3ccccc32)cc1	-2	-0.4	-19%	-4	1	-2	-7	7	-0.1%
COc1ccc(-c2cc(-c3ccccc3O)[nH]n2)cc1	0	0.9	u	1	5	0	6	4	1.9%
CCOC(=O)N1CCN(Cc2nc(-c3ccc(Cl)cc3)no2)CC1	-4	1.4	-15%	-27	17	5	-5	-2	0.5%
O=C(Nc1cccc(-c2cnc3ccccc3n2)c1)c1cccc(NC(=O)c2ccco2)c1	-4	0.8	u	-1	3	-10	-4	-1	-0.2%
COC(=O)Cc1c(C)c2cc(Cl)c(OC(=O)c3ccco3)cc2oc1=O	-2	-0.3	832%[activator]	0	9	11	1	3	9.9%

Next part; the last 2 above are carried over.
SMILES	D1 potentiator	TRHR agonist	Apoferritin bind	D1 antagonist	D1 agonist	D2 potentiator	RXFP1 antagonist	TRHR PAM	RXFP1 ag
O=C(Nc1cccc(-c2cnc3ccccc3n2)c1)c1cccc(NC(=O)c2ccco2)c1	-4	0.8	u	-1	3	-10	-4	-1	-0.2%
COC(=O)Cc1c(C)c2cc(Cl)c(OC(=O)c3ccco3)cc2oc1=O	-2	-0.3	832%[activator]	0	9	11	1	3	9.9%
COc1ccc(C(=O)NC(CC(=O)O)c2cc([N+](=O)[O-])ccc2Cl)cc1 (stereo unspecified)	-3	0.2	-4%	-10	9	-3	-4	0	0.6%
CCOC(=O)C(CCCOc1cccc(CC)c1)C(=O)OCC	2	3.7	-2%	-6	3	-5	-10	-9	-0.7%
O=C(NC(=S)Nc1cccc(NC(=O)c2ccc(Cl)cc2Cl)c1)c1cccs1	0	0.3	-11%	-6	10	4	x	8	-0.3%
Brc1ccc(-c2nc3ncccn3c2Nc2ccc3c(c2)OCCO3)o1	2	-0.7	-17%	-2	0	-3	1	-8	-1.3%
COc1ccc(-c2cn(-c3cccc(C)c3)c(=O)[nH]2)cc1OC	-4	0.8	-14%	11	3	9	-8	-4	1.1%
CSc1ccc(CCNC(=O)C2CCN(c3ncnc4c3nc3n4CCCCC3)CC2)cc1	-2	-0.7	-7%	-14	2	5	0	1	2.1%
CC(NC(=O)CCCCCCN1C(=O)c2ccccc2C1=O)c1ccc2c(c1)CCCC2 (stereo unspecified)	-7	2.2	u	10	10	-3	0	-5	0.4%
CCCOCC(O)COc1ccccc1C(=O)N1CCOCC1 (stereo unspecified)	1	0.4	-6%	14	2	0	2	6	0.3%
CCCCn1c(C)csc1=Nc1cccnc1	0	-0.2	-13%	3	0	-5	5	3	2.4%
COc1ccc(NCc2nnc(SCC(=O)c3ccc(C)cc3)o2)cc1	-2	-0.5	-21%	-16	3	5	1	1	1.0%
C=CCNC(=O)CSc1n[nH]c(-c2cc(Cl)ccc2OC)n1	13	-0.4	-6%	7	0	0	-10	0	1.0%
CC1CCC(=NNC(=O)Cc2ccccc2)CC1 (stereo unspecified)	1	0.1	-15%	7	1	-10	1	-18	1.9%
Cc1nc(N2CCN(Cc3ccc4c(c3)OCO4)CC2)[nH]c(=O)c1C	-1	-0.3	0%	14	1	8	2	5	2.1%
C=CCn1c(Cc2cccs2)nnc1SCC(=O)Nc1cccc(OC)c1	3	-0.5	u	-14	5	-9	2	-7	0.9%
S=C(NCc1ccco1)Nc1ccc(Cl)cn1	-1	-0.3	-21%	4	0	0	5	0	0.7%
CCCc1c(C)c(C#N)c2nc3ccccc3n2c1NCCCN1CCOCC1	1	-0.3	3%	-11	-2	7	-6	-6	12%
COc1cc2c(c(OC)c1OC)-c1ccc(N(C)CC(OC)OC)c(=O)cc1[C@@H](NC(C)=O)CC2	0	0.9	-10%	-9	4	8	-3	-4	2.4%
O=C(Cc1ccccc1)N(Cc1cccnc1)c1nc2c(F)cc(F)cc2s1	-2	0.4	2%	x	4	-2	u	0	0.6%
CCOC(=O)c1sc(NC(=O)/C=C/c2c(F)cccc2Cl)nc1C	-5	0.3	-7%	-5	-1	-8	3	5	3.8%
CCN(CC)c1ccc(/C=N/NC(=O)CC(C)C)cc1	-2	-1.9	-18%	4	0	5	3	-9	-4.4%
Cc1ccc(-n2cc(-c3ccccc3)c3c(N4CCOCC4)ncnc32)cc1	-3	1.0	-8%	-14	0	-1	-21	-1	-2.4%
CN1C(=O)CC(N2CCN(CCN=CC3=C(O)CC(C)(C)CC3=O)CC2)C1=O (stereo unspecified)	-4	1.2	-7%	-3	1	3	3	3	0.4%
COC(=O)CC1C(=O)NCCN1C(=S)Nc1ccccc1 (stereo unspecified)	-4	0.6	-7%	-3	3	x	-6	9	0.8%
COc1ccc2c(CNCCc3cccs3)c(C(=O)O)n(Cc3cccc(F)c3)c2c1	0	-0.1	-23%	7	4	x	-14	-2	0.8%
COc1ccc(CNC(=O)C(=O)NCC(c2cccnc2)N2CCN(c3ccccc3F)CC2)cc1 (stereo unspecified)	5	-0.1	-5%	10	-1	-12	-30	2	-2.3%
CC1(C)CC(=O)c2cnc3c(C#N)cnn3c2C1	-1	0.8	-5%	2	2	-5	-5	-5	-0.3%
O=C(c1c(F)cccc1F)N1CCN(c2ncc(Br)cn2)CC1	0	-0.3	7%	-3	1	9	-5	-2	-3.1%
COC(=O)C1=C(CN2CCCc3ccccc32)NC(=O)NC1c1ccc(F)cc1 (stereo unspecified)	-1	-0.2	u	11	5	-4	4	0	1.7%
CCN(CC)S(=O)(=O)c1ccc(NS(=O)(=O)CC23CCC(CC2=O)C3(C)C)cc1 (stereo unspecified)	-5	-0.2	-15%	-16	-2	-2	14	1	1.4%
COc1ccc(S(=O)(=O)Nc2cc3c4c(c2)CC(=O)N4CCC3)cc1C	-10	-0.4	x	-15	2	-6	-11	-12	1.0%
CC(=O)Nc1nc(-c2ccc3c(c2)CC(C)N3C(=O)C2CC2)c(C)s1 (stereo unspecified)	0	-0.6	-2%	2	3	-6	-4	-6	0.6%
COc1nc(OC)nc(N2CCC(C(=O)NCc3ccc(F)cc3)CC2)n1	-5	-0.1	-5%	2	3	2	-9	5	-0.4%
O=C(CN1CCCC1=O)NC1(C(F)(F)F)NC(=O)N(Cc2ccccc2)C1=O (stereo unspecified)	-5	1.4	-2%	6	0	-34	-6	3	-0.4%
O=C(Cn1[nH]c(=O)c2ccccc2c1=O)Nc1cccc(S(=O)(=O)N2CCCCCC2)c1	-11	-1.4	-20%	-6	7	-1	1	-7	11%
COc1ccc(C)cc1NC(=O)c1cc(S(=O)(=O)N2CCCCC2)c[nH]1	-5	-0.1	-13%	-5	0	2	-9	0	1.0%
COc1ccc(C2c3ccc4ccccc4c3Oc3ncn(CCN(C)C)c(=N)c32)cc1 (stereo unspecified)	-10	0.7	8%	-19	9	-14	-108*	-4	2.1%
CC(=O)c1ccc(N=C2SCCCN2C(=O)C2CCCCC2)cc1	-8	-0.1	u	2	6	6	3	2	0.9%
O=C(NCCCN1CCOCC1)c1cccs1	6	-0.1	10%	-35*	8	-10	8	4	0.0%
O=C(Nc1cccc(S(=O)(=O)NC2=NCCC2)c1)C1CC(=O)N(c2ccc3c(c2)OCCO3)C1 (stereo unspecified)	14	0.2	-18%	0	4	1	-4	-4	1.3%
Cc1ccc(O)c(CC(C)C)n1	2	0.4	-10%	18	3	19	-11	2	1.6%
CCOc1ccc(S(=O)(=O)NC2CCCC2)cc1	-11	4.2	u	-17	7	8	-3	-9	-1.1%
CCN(CC)CCCNc1oc(-c2ccc(OC)c(OC)c2)nc1C#N	-6	-0.3	-4%	-25	2	3	-4	4	1.7%

Copied from the list.
`Cc1ccc(O)c(CC(C)C)n1` in D1 antagonist → 18
`COc1ccc(C2c3ccc4ccccc4c3Oc3ncn(CCN(C)C)c(=N)c32)cc1` (stereo unspecified) in TRHR PAM → -4

Screens as filed in PubChem.
